# HSP90 refold inh = HSP90 refolding inhibition in rabbit reticulocyte lysate | luciferase refolding luminescence, 3 h | inhibition, % at 5.6 µM | 290,000 compounds, 0.91% hits | AID 1789;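 active = inhibition above the screen-wide mean plus 3 SD, computed separately per campaign, cut at about 16% in these data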;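 note: 0% = DMSO wells and 100% = 60 µM geldanamycin wells; inhibitors lower the luminescence because luciferase stays unfolded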
# Dyrk1A ADPGlo = inhibitors of rat Dyrk1A kinase; ADP-Glo luminescence, NFATc1 peptide; inhibition, % at 12.5 µM; 310,000 compounds, 0.43% hits; Q63470; in the data active = inhibition above about 50%;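 note: plate controls were vehicle with enzyme for no effect and no enzyme for full effect; many of its hits are not listed in these tables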
# AI-2 QS modul = modulators of Vibrio harveyi AI-2 quorum sensing system. Vibrio harveyi JMH597 AI-2 luminescence/OD600 ratio, 9 h; active compounds read low; strain lacks LuxN and CqsS sensors; 0 = neutral-control median. activity change, % at 7.5 µM. 300,000 compounds, 0.4% hits. AID 2094; in the data active = activity change below about -75%, passing the limit was not always enough; inconclusive = no clear call, values can overlap the other calls;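 note: luminescence divided by OD600 gain over 9 h not by final OD600 alone; inactives centre near 13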
# HDAC3 inhib = inhibitors of human histone deacetylase 3; recombinant HDAC3, fluorogenic peptide/trypsin coupled, fluorescence; inhibition, % at 8.3 µM; 320,000 compounds, 0.15% hits; AID 2718; in the data active = inhibition above about 26%, passing the limit was not always enough; inconclusive = no clear call, values can overlap the other calls
# Target sequence (O15379 whole entry, looked up): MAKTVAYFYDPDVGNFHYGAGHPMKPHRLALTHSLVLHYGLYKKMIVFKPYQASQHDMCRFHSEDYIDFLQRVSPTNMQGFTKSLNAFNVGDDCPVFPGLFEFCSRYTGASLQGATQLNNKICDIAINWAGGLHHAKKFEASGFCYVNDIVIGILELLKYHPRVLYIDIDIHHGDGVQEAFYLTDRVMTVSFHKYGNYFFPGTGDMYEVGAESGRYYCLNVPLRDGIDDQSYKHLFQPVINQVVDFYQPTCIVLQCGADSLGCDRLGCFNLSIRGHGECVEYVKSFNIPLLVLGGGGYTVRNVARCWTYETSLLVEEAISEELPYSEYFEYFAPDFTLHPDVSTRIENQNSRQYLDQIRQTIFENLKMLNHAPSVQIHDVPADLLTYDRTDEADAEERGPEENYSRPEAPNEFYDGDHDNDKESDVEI
# PolyA inh = yeast polyadenylation inhibition | S. cerevisiae SKY197-pL101 polyadenylation reporter, beta-gal luminescence; efflux-impaired pdr1/pdr3 knockout yeast; score 100 = 6 SD above DMSO | calls only at 12 µM | 300,000 compounds, 0.02% hits;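 active = lowest replicate activity score at least 50, where 100 means six control SD above control mean; inconclusive = lowest score under 50 but half or more replicates reach 50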;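 note: yeast exposed to compound for 9 h at 30 °C; higher score means more reporter readthrough which indicates perturbed polyadenylation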
# HSF1 inh = HSF1 inhibition; NIH3T3-HGL HSE-luciferase, MG132-induced, luminescence 8 h; active compounds read low; activity change, negative = inhibition, % at 7.5 µM (by protocol); 300,000 compounds, 0.77% hits; AID 2098;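 active = more than half of replicate wells show activity change below -50%, luminescence cut by over half; inconclusive = some wells, but at most half, below -50%; inactive = no replicate well below -50%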;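 note: luciferase reports HSF-1 transcriptional activity via heat shock element; 0% = median of DMSO wells and -100% = zero luminescence signal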
# GSK3 alpha inh = blocks human GSK-3 alpha kinase; 320,000 compounds, 0.1% hits; ADP-Glo luminescence, 60 min; inhibition, % at 10 µM; P49840; AID 2650;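 in the data active = inhibition above about 50%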;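 note: GST-tagged GSK-3 alpha with peptide substrate and 25 µM ATP; 0% = DMSO neutral wells and 100% = GW8510 positive control wells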
# HSF1 activator = increases HSF-1 driven luciferase reporter signal | 300,000 compounds, 1.7% hits | activation, % at 9 µM | NIH3T3-HGL HSF-1 luciferase reporter, MG132, 8 h; 100% = twice DMSO control signal;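 active = mean replicate activation of at least 50% with a set share of replicates each reaching 50%; inconclusive = only one of those two conditions met; inactive = mean below 50% and too few replicates reaching it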;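 note: 0% = median of the neutral control wells and 100% = twice that signal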
# GSK3B inh = inhibitors of human GSK3beta kinase. activity score (negative = inhibition), % at 10 µM. P49841. 300,000 compounds, 0.038% hits. AID 2097. GST-GSK3beta kinase, ADP-Glo luminescence, 60 min; active compounds read low;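 active = more than half of replicate wells score below -50%, meaning over 50% inhibition versus plate controls; inconclusive = some replicates but at most half score below -50%; inactive = no replicate scores below -50%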;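 note: 0% = median DMSO wells and -100% = median GW8510 positive control wells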
# Target sequence (P49841 whole entry, looked up): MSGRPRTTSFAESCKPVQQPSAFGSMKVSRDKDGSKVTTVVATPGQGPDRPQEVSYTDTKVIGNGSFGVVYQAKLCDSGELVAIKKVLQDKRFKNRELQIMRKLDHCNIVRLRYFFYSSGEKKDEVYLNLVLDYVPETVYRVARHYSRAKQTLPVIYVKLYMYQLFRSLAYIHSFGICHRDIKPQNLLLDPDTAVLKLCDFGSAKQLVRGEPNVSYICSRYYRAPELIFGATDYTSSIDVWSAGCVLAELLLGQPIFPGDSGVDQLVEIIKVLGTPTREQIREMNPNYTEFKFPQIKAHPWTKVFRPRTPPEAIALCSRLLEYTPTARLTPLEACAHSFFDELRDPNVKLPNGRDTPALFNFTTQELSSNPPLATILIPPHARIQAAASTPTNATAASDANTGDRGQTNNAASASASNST
#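 Test system – GST-tagged human GSK3beta kinase, cell-free · Incubation – 60 min enzyme reaction, room temperature · Signal – ADP-Glo luminescence · Also added – peptide substrate and ATP at 25 µM · Controls – DMSO neutral wells and GW8510 at 20 µM as positive · Buffer or medium – Tris/MgCl2 kinase buffer · Measure – Luminescence-derived activity versus plate DMSO and GW8510 wells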
# Platelet DG rel = modulates dense granule release in human platelets; AID 1663; 300,000 compounds, 0.22% hits; inhibition, %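 (compounds screened at 7.5 µM in platelet-rich plasma)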; human platelet-rich plasma, SFLLRN dense granule ATP release, luminescence;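 active = mean replicate score, as percent of positive control, at or above 50; inconclusive = mean below 50 but at least one replicate at or above 50; inactive = mean and every replicate below 50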
# Active calls of the source: *; i = inactive; u = inconclusive; x = not tested or not shown. Only part of the results is shown; the hit share may differ from the screen's.
# The line under a structure holds: HSP90 refold inh	Dyrk1A ADPGlo	AI-2 QS modul	HDAC3 inhib	PolyA inh	HSF1 inh	GSK3 alpha inh	HSF1 activator	GSK3B inh	Platelet DG rel
1: Cc1cc(C)c(NC(=O)C(=O)NCc2ccco2)c(C)c1
  1	3	31	-1	i	-10	1	-9	-2	4
2: O=C(OCc1ccc(COC(=O)c2ccccn2)cc1)c1ccccn1
  10	7	17	-1	i	4	-2	10	-2	10
3: CC(=O)N1CCc2cc(S(=O)(=O)NCCCOC(C)C)ccc21
  -2	2	17	-6	i	-1	-1	-4	1	4
4: CSc1cccc(NC(=O)CCc2ccccc2)c1
  0	1	-36	-2	i	9	-1	11	5	-1
5: C/C(CC(=O)Nc1cccnc1)=N\NC(=O)C(=O)NC(C)C
  -5	-1	13	4	i	8	1	0	1	-9
6: CC(C)(CNC(=O)c1cc(Cl)c(O)c(Cl)c1)N1CCCCC1
  0	1	9	-5	i	-4	0	-9	0	9
7: CCOC(=O)c1nsnc1NCCSC(=N)N
  0	-6	13	-5	i	-7	x	-22	-4	6
8: Cc1ccc(S(=O)(=O)N2CCN(C(=O)COC(=O)c3c(C)noc3C)CC2)c(C)c1
  0	0	14	0	i	-1	0	-3	-1	3
9: O=C(NCc1nc2ccccc2[nH]1)C1=C[C@@H](c2ccccc2)C[C@@H](OCCCCO)O1
  14	4	-1	-1	i	-1	0	-16	-4	8
10: O=C(Nc1ccc(F)cc1)C(Cc1ccccc1)n1cccc1 (stereo not given)
  0	-9	24	x	i	-2	0	3	-3	-2
11: CC(=O)Nc1nnc(SCC(=O)NCC2CCCO2)s1 (stereo not given)
  x	-2	11	-5	i	-15	1	-11	8	5
12: COc1ccccc1C(=O)Nc1c2c(nn1-c1ccc([N+](=O)[O-])cc1)CS(=O)(=O)C2
  1	-6	2	-4	i	-4	-2	-6	2	1
13: CC(=O)N1N=C(c2ccccc2)OC1(C)CC(=O)Nc1ccccc1 (stereo not given)
  4	-2	8	-1	i	6	1	-10	-1	11
14: COc1ccccc1N1CCN(C2CCCN(C(=O)c3ccsc3)C2)CC1 (stereo not given)
  0	-5	36	3	i	-2	-4	-10	1	-3
15: CC/C(=N\NC(=O)c1c(C)nc2ccccn12)c1ccccc1
  -5	4	34	3	i	5	5	-7	-1	-8
16: O=C(Nc1nc2c(Cl)cccc2s1)c1ccc(Br)o1
  7	-2	33	-3	i	10	0	3	2	4
17: CCOC(=O)c1c(-c2ccccc2)csc1NC(=O)c1cccc(N2C(=O)CCC2=O)c1
  1	5	6	-1	i	28	0	85*	-6	-1
18: NS(=O)(=O)c1ccc(NC(=O)NC2CCCCC2)cc1
  2	2	16	0	i	5	-2	33	2	0
19: Cc1cc(C)cc(NC(=S)NCc2ccc3[nH]c4c(c3c2)CCCC4)c1
  3	-2	17	0	i	-3	1	0	2	-22
20: CC(NC(=O)OC(C)(C)C)C(=O)NC(CCC(=O)OCc1ccccc1)C(N)=O (stereo not given)
  8	0	22	5	i	-5	1	-4	2	2
21: Cc1ccc(C(=O)COC(=O)c2cc(Cl)nc3ccccc23)cc1
  4	-4	15	u	i	3	0	45	3	4
22: COc1ccc(-c2nnc3sc(C4CCCCC4)nn23)cc1OC
  -1	10	20	1	i	-12	-1	8	1	-2
23: CNC(=S)N1N=C(c2ccc(Br)cc2)CC1c1ccc(OC)cc1 (stereo not given)
  -3	4	27	6	i	1	-1	25	1	-3
24: COc1ccc(CCC(=O)NCCS(=O)(=O)N2CCN(c3ccc(F)cc3)CC2)cc1
  x	-11	1	-4	i	1	2	-8	-11	3
25: Cc1ccc(NC(=O)NCC(c2cccnc2)N2CCOCC2)cc1 (stereo not given)
  1	4	9	-4	i	-70*	-2	-76	2	5
26: Cc1cc(=O)c(C(=O)O)nn1-c1cccc(C(F)(F)F)c1
  2	-5	20	1	i	-3	0	1	-5	-12
27: O=C(/C=C/c1cn(CC(O)CN2CCCCC2)c2ccccc12)c1cccs1 (stereo not given)
  -5	6	9	10	i	6	2	17	-1	-2
28: CCC(C)c1ccc(OCC(=O)Nc2ccc(Cl)cn2)cc1 (stereo not given)
  -1	-2	25	-8	i	2	-2	9	1	13
29: Cc1nn(S(=O)(=O)c2ccc(Cl)cc2)c(C)c1S(=O)(=O)N1CCOCC1
  -4	5	27	-5	i	0	-2	-5	1	-1
30: CC(C)C(=O)N1CCc2cc(-c3csc(N)n3)ccc21
  2	0	18	3	i	-9	2	-3	0	8
31: Cc1onc(-c2c(F)cccc2Cl)c1C(=O)OCC(=O)NC1CC1
  -1	-1	12	1	i	3	0	17	0	3
32: CCCCOC(=O)N1CCOCCOCCOCCOCC1
  2	10	12	-1	i	-12	-3	2	0	4
33: N#C/C(C(=S)Nc1ccccc1)=C1/NN=C(N2CCOCC2)N1c1ccccc1
  -2	6	7	-6	i	2	-2	9	-4	3
34: CC1CCN(C(=O)CSc2nc(C(C)C)nc3c2c(=O)n(C)c(=O)n3C)CC1
  -2	5	-9	1	i	-4	0	8	0	-9
35: CCOc1ccc(C(=O)Nc2ccccc2OC(F)F)cc1
  1	-8	13	1	i	4	-3	15	1	14
36: CCC1=Nc2cc(C(=O)NCCN3CCCC3)ccc2Sc2ccc(C)cc21
  -3	-1	1	-2	i	0	-2	-6	0	4
37: Cn1c(CNS(=O)(=O)c2ccc(Br)cc2)n[nH]c1=S
  -2	5	1	4	i	-2	0	19	4	-9
38: O=C(Nc1nc(N2C(=O)c3ccccc3C2=O)n(-c2ccccc2)n1)c1ccc(Cl)cc1
  -3	-6	11	-2	i	-4	-1	-12	-1	x
39: Cn1c(=O)cc(-c2ccccc2)c2ccccc21
  5	12	10	2	i	4	8	2	2	9
40: CC(/C=C/C(=O)c1ccc(C)cc1)=C\c1ccccc1
  2	19	-64	-4	i	9	-5	15	0	4
41: CCC(C)(C)NC(=O)Cc1ccccc1OC
  6	-3	19	4	i	9	-1	0	3	1
42: COc1cccc(C2CC(c3ccc(Cl)cc3)Nc3nc(N)nn32)c1 (stereo not given)
  -2	20	-6	-7	i	-8	-2	-13	-6	1
43: CC(=O)c1ccc(NC(=O)c2ccc(S(=O)(=O)N3CCCC3)cc2)cc1
  0	1	23	-5	i	1	1	-9	3	-1
44: CC(C)c1ccc(/C=C/C(=O)NC(=S)Nc2ccc(CN3CCOCC3)cc2)cc1
  0	-18	22	2	i	30	x	37	2	-5
45: COc1ccccc1OCCCCN1CCC(C)CC1
  3	-3	-8	-1	i	-9	-3	-10	0	-2
46: CN=c1scc(-c2ccc(Cl)cc2)n1C
  -1	-10	4	-2	i	0	-1	-2	1	4
47: CC1CCN(C(=O)Cn2cc(C#N)c3ccccc32)CC1
  -1	0	-5	-2	i	2	-3	-5	-3	0
48: CCC(CC)C(=O)NCc1ccccc1Cl
  4	13	9	2	i	-3	-5	13	1	2
49: COc1ccc(NC(=O)C(C)N2C(=O)c3ccccc3C2=O)c(OC)c1 (stereo not given)
  x	x	19	4	i	-6	-3	7	1	-22
50: O=C(N/N=C/c1ccc(O)cc1)c1ccc(NC(=O)c2ccccc2Br)cc1
  20*	-4	26	14	i	-10	x	4	-1	-2
51: CN(C)c1ccc(CNC(=O)c2cc(S(=O)(=O)N3CCOCC3)cn2C)cc1
  -7	-2	8	2	i	0	0	10	-4	u
52: COc1ccc(NC(=O)CN(C)C(=O)c2cc3c(s2)CCCCC3)cc1
  -1	-5	8	0	i	0	0	27	3	13
53: COc1ccc(NC(=O)CN(C)S(=O)(=O)c2cnc[nH]2)cc1
  -2	2	18	6	i	3	-1	7	6	0
54: Cc1ccc(C(=O)Nc2nnc(S(=O)(=O)N3CCOCC3)s2)cc1
  -2	1	26	x	i	-3	9	-9	2	1
55: COC(=O)c1ccccc1NC(=O)CSc1n[nH]c(C)n1
  10	3	12	6	i	-2	-2	-16	-1	7
56: CCN(CC(=O)Nc1c(F)cccc1F)C(=O)c1cc2c(cc1Cl)N1CCCCCC1=NS2(=O)=O
  x	-6	24	-4	i	-4	-1	9	2	1
57: CCOC(=O)c1c(NC(=O)c2ccco2)sc2c1CCCC2
  3	3	3	-3	i	-4	-1	0	1	3
58: Cc1[nH]n(-c2ccccc2)c(=O)c1C(C[N+](=O)[O-])c1ccc(Cl)cc1 (stereo not given)
  -3	4	34	x	i	111	x	133*	0	-7
59: Cc1ccc(NC(=O)COc2ccc(/C(N)=N/O)cc2)cc1C
  2	-3	27	-3	i	1	-1	-7	2	9
60: CC(=O)c1sc2nsc(SCCN3CCOCC3)c2c1N
  0	x	11	5	i	-2	3	-9	1	16

# (next part)
# The line under a structure holds: HSP90 refold inh	Dyrk1A ADPGlo	AI-2 QS modul	HDAC3 inhib	PolyA inh	HSF1 inh	GSK3 alpha inh	HSF1 activator	GSK3B inh	Platelet DG rel
61: N/C(=N\OC(=O)c1cccnc1)c1ccc(Cl)cc1Cl
  -4	2	13	1	i	20	5	36	1	7
62: CCc1c(C)c(C#N)c2nc3ccccc3n2c1NCC1CCCO1 (stereo not given)
  4	11	18	-3	i	4	31	-6	-4	3
63: O=c1ncc(F)c[nH]1
  x	x	26	-4	i	-5	-5	-16	4	1
64: CC(C(=O)N1CCc2ccccc2C1)N(c1ccccc1)S(C)(=O)=O (stereo not given)
  2	-2	10	-2	i	-4	-7	2	0	-1
65: Cc1ccccc1-n1ncc(C(C)NS(=O)(=O)c2sccc2C)c1C (stereo not given)
  -4	-4	25	-8	i	-7	1	-10	0	-15
66: Cc1ccc(C2(C)CC(C)(C)N(C(=O)CSc3nnc(C)s3)c3ccccc32)cc1 (stereo not given)
  1	-6	5	3	i	6	1	8	-2	7
67: CCOC(=O)c1ccccc1NC(=O)C1CCCO1 (stereo not given)
  4	-3	4	8	i	-7	-4	7	-3	5
68: O=C(NCCS(=O)(=O)c1ccc(Br)cc1)c1ccc(Cl)cc1
  -4	0	17	10	i	-4	-5	2	2	-20
69: COc1cccc(C(=O)NCCNC(=O)c2cnccn2)c1
  2	-3	11	-1	i	3	-2	-6	3	-2
70: CCC(C)NS(=O)(=O)c1ccc(NC(=O)C2CCN(C(=O)c3ccco3)CC2)cc1 (stereo not given)
  1	-4	20	-6	i	-3	-1	-7	3	-3
71: Cc1ccccc1Nc1n[nH]c(C)c1[N+](=O)[O-]
  0	-1	11	6	i	-1	1	26	2	0
72: CCCCN1C(=O)C(=O)N(CC(=O)Nc2ccccc2C(=O)OCC)C1=O
  0	x	31	2	i	-1	-1	6	3	-18
73: CCOC(=O)C1(CCCc2ccccc2)CCN(C(=O)c2ccoc2)CC1
  -1	-4	14	2	i	27	0	38	3	2
74: Cc1cccc(OCC(=O)Nc2ccccc2-c2ccccc2)c1
  -5	3	21	-8	i	-7	2	-4	0	7
